Screening results as filed in PubChem BioAssay.
HUVEC prolif 384: inhibitors of human endothelial cell proliferation | HUVEC proliferation, CellTiter-Glo luminescence, 72 h; stronger effect = lower value | viability, % at 10 µM (by protocol) | 86,000 tested, 1.1% active | AID 648;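 active means viability at or below 30%; inactive means viability above 30%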;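 further: 100% = median luminescence of DMSO-only cell control wells on each plate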
ERa SRC1 pot: enhances coactivator binding to human estrogen receptor alpha | coactivator binding (% of control), % at 25.6 µM | P03372 | 86,000 tested, 1.3% active | TR-FRET ERalpha-LBD/SRC-Cy5 coactivator binding, 2 h; 100 = basal binding, no effect; in the data active means activity above about 200%;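 further: binding measured in presence of low estradiol as agonist stimulus; 0% = peptide alone without receptor and 100% = receptor with peptide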
Target sequence (P03372 whole entry, looked up, the tested form may be a part): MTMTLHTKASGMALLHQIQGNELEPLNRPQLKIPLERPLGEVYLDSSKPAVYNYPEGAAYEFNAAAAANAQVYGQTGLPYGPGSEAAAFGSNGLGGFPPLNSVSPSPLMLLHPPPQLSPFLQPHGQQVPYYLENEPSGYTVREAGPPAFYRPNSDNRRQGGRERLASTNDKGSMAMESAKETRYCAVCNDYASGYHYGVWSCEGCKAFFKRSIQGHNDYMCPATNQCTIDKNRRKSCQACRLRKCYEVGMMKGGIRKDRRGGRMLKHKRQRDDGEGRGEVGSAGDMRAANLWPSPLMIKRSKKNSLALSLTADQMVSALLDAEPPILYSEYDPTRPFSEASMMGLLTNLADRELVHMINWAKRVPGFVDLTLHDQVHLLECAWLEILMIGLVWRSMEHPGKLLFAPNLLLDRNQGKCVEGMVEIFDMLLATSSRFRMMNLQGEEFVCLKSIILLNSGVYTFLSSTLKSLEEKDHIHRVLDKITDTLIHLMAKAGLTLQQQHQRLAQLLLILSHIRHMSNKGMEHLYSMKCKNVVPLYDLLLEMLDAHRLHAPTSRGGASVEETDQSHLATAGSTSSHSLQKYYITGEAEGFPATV
Smad3 FoxH1 inh: blocks human Smad3 binding to FoxH1 peptide; TR-FRET Smad3/Dy647-FoxH1 peptide binding, europium anti-His; inhibition, % at 25 µM; 88,000 tested, 0.29% active;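 active means compounds that reduce the energy-transfer binding signal between the protein and its labelled peptide by more than half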;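 further: 0% = Smad3 plus labelled peptide maximal FRET and 100% = peptide-only background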
Target sequence (P84022 whole entry, looked up): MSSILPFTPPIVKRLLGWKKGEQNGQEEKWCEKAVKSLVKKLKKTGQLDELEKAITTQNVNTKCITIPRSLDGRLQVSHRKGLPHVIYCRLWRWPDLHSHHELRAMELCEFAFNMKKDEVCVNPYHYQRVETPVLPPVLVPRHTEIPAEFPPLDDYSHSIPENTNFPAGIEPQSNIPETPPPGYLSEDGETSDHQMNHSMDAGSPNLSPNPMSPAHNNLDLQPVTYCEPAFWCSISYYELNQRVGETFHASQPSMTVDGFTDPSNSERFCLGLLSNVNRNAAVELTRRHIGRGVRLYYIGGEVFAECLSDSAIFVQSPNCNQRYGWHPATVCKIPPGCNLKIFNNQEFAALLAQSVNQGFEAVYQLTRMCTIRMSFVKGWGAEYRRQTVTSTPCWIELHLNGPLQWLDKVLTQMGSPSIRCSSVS
Candida biofilm: kills Candida albicans biofilms | C. albicans biofilm + clotrimazole, Alamar Blue | inhibition, % at 6 µM | 85,000 tested, 0.14% active;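 active means inhibition above 20%; inactive means inhibition below 20%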;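 further: preformed 24 hr biofilms exposed to compound for 48 hr; 0% = biofilm without compound and 100% = blank killed by clotrimazole plus chlorhexidine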
sEH act: soluble epoxide hydrolase (human) activation | purified human sEH enzymatic activity, activator screen | activation, % at 2 µM | 91,000 tested, 0.04% active | AID 717 | P34913; in the data active means activation above about 37%; further: values of inactives mirror those of a sister screen read the other way
ERa SRC1 inh: blocks coactivator binding to human estrogen receptor alpha; P03372; TR-FRET ER-alpha LBD / SRC-1 peptide, estradiol-bound; inhibition, % at 25.6 µM; 86,000 tested, 1.7% active; in the data active means inhibition above about 50%;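 further: 0% = receptor plus peptide control and 100% = peptide only without receptor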
H69AR inhibit: blocks growth of human H69AR lung tumor cells | H69AR lung tumor viability, ATP luminescence, 72 h; stronger effect = lower value | viability, % at 10 µM | 85,000 tested, 6% active;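 active means viability at or below 40%; inactive means viability above 40%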;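 further: multidrug resistant small cell line overexpressing MRP-1 efflux transporter; 100% = mean luminescence of untreated control wells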
Lung fibro prol: blocks proliferation of human lung fibroblasts; LL 47 human lung fibroblast viability, ATP luminescence; stronger effect = lower value; viability, % at 10 µM; 85,000 tested, 1.1% active;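 active means viability at or below 50% in the single dose screen; inactive means viability above 50%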;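 further: compound exposure lasted 72 h before the ATP readout; 100% = median luminescence of untreated cell-only wells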
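test system = LL 47 human lung fibroblasts | amount = 1,150 fibroblasts seeded per well | medium = 15% FBS in IMEM | times = overnight cell rest, 72 h compound treatment at 37 °C | measured by = CellTiter-Glo luminescence measuring cellular ATP | read-out = viability percentage against median untreated-cell control | benchmarks = cell-only wells, no compound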
ERb coact inh: blocks coactivator binding to human estrogen receptor beta | TR-FRET ER-beta LBD / SRC1-Cy5 peptide binding; receptor agonist-loaded with 1 µM estradiol | inhibition, % at 25.6 µM | Q92731 | 86,000 tested, 1.3% active;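 active means compounds whose percent inhibition of the receptor-coactivator binding signal exceeds about 50% in the single-dose screen, limit read from the data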;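 further: 0% = receptor plus peptide wells without compound and 100% = peptide-only wells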
* = called active by the depositor; . = no result given; [ ] = dose if it differs, or a comment. A portion of the library; rates above refer to the full screens.

Second line of a record – HUVEC prolif 384, ERa SRC1 pot, Smad3 FoxH1 inh, Candida biofilm, sEH act, ERa SRC1 inh, H69AR inhibit, Lung fibro prol, ERb coact inh
- Cc1ccc2nc3c(cc2c1)c(NC(=O)c1cccnc1)nn3C
 : 68, 100[fluorescence artefact?], 6, 5, ., -5[fluorescence artefact?], 65, 93, -4
- CC1CCC/C(=N\NC(=S)NCc2ccccc2)C1 (stereo not drawn)
 : 93, 121, 4, 7, 22, 6[fluorescence artefact?], 99, 86, 0[fluorescence artefact?]
- COc1ccc(-c2nc(CN3CCC(C(=O)NC(C)C)CC3)c(C)o2)cc1OC
 : 91, 131, 1, ., ., 2[fluorescence artefact?], 82, 98, 0
- CCOC(=O)c1c(C)nc2c(C)cccn12
 : 100, 117, 5, 1, 4, -8, 95, 97, -4
- O=C(Cn1c(=O)n(-c2cccc(Cl)c2)c(=O)n1CC(=O)N1CCCCC1)N1CCCCC1
 : 104, 104, 7, 8, -4, -5, 99, 106, -12
- CCNC(=O)c1c(NC(C)=O)sc2c1CCCC2
 : 93, 102, -2, 4, 8, -8, 95, 91, -10
- Cc1cc(-c2ccccc2)nc(N2CCC(C(=O)NC(C)C)CC2)n1
 : 88, 121[fluorescence artefact?], 7, 7, 6, 5[fluorescence artefact?], 62, 105, -1[fluorescence artefact?]
- CCCOc1ccc(C(=O)NC(C)C(=O)O)cc1 (stereo not drawn)
 : 97, 105, 16, 1, 0, -7, 99, 99, -1
- CC1CCCCN1S(=O)(=O)c1ccc(S(=O)(=O)N2CCN(c3ccc(F)cc3)CC2)cc1 (stereo not drawn)
 : 56, 117[fluorescence artefact?], 6, 8, -8, -8, 19*, 72, -9[fluorescence artefact?]
- Cc1sc2ncnc(OCC(=O)N3CCN(S(=O)(=O)c4ccc(Cl)cc4)CC3)c2c1C
 : 88, 132, -1, 6, -20, -2[fluorescence artefact?], 84, 100, 15
- Cc1nc(=O)cc(-c2ccccc2)n1-c1ccccc1
 : 86, 90, -5, 5, -2, 2, 88, 93, 7[fluorescence artefact?]
- CCN(CC)P1(=O)OC(c2cc(OC)c(OC)c(OC)c2)=Nc2c1c(C)nn2-c1ccccc1 (stereo not drawn)
 : 89, 91, 0, 3, ., -41[fluorescence artefact?], 28*, 83, 0
- CC(Sc1nnnn1C)C(=O)Nc1ccc(Oc2ccccc2)cc1 (stereo not drawn)
 : 94, 114, -9, 4, -2, -12, 93, 98, -10[fluorescence artefact?]
- Cn1c(=O)[nH]c(=O)c2c1nc(N1CCCCCC1)n2CC(=O)c1ccccc1
 : 91, 153, -8, -6, ., 18[fluorescence artefact?], 73, 96, 5
- CC1CCCCC1NC(=O)CN1C(=O)CSc2cc(S(=O)(=O)N3CCCCCC3)ccc21 (stereo not drawn)
 : 85, ., ., -2, ., ., 62, 97, .
- CCOC(=O)c1[nH]c2ccc(OC)cc2c1NS(=O)(=O)c1ccc(OC)cc1OC
 : 92, 120[fluorescence artefact?], -5, 2, -2, -4, 88, 84, 2
- CCOc1ccc(S(=O)(=O)Nc2cc(Sc3ncn[nH]3)c3oc(=O)sc3c2)cc1
 : 96, 80, -5, 7, -3, 12, ., 104, 30[fluorescence artefact?]
- CCn1c2c(c3cc(OCC(C)C)ccc31)CCCC2=O
 : 100, 94, -7, 0, 4, 3, 96, 106, -2[fluorescence artefact?]
- Cc1oc(-c2ccc(Cl)cc2)nc1CN1CCC(C(=O)N2CCN(c3ccccn3)CC2)CC1
 : 56, 84, -3, 17, ., -5, 66, 93, -13
- O=C(CN(CCN1CCOCC1)C(=O)Cn1nnc(-c2ccc(F)cc2)n1)NC1CCCCC1
 : 110, 122, 6, 4, 9, -7, 84, 103, -6
- Cc1cc(C)n(-c2ccc(C(=O)Oc3ccc4c(c3)OCO4)cc2)n1
 : 86, 101, 1, 5, 9, 21, 82, ., 17
- C=CCNC(=O)C12CC3(C)CC(C)(CC(C)(C3)C1)C2
 : 101, 104, -4, 4, 0, 4[fluorescence artefact?], 95, 101, -1[fluorescence artefact?]
- Cc1nn(-c2ccccc2)c(Oc2ccc(F)cc2)c1/C=N/n1cnnc1
 : 95, 109, 4, 6, 13, -9, 68, 91, 2[fluorescence artefact?]
- CCOC(=O)C(C(=O)NCCCN1CCOCC1)C1CCCCC1 (stereo not drawn)
 : 96, 103[fluorescence artefact?], -5, 7, 4, -25, 102, 97, -21[fluorescence artefact?]
- c1nc(N2CCOCC2)c2sc3nc(N4CCOCC4)c4c(c3c2n1)CCCC4
 : 88, 125, 8, 8, 17, -9, 80, 100, -22[fluorescence artefact?]
- O=c1[nH][nH]c(C(F)(F)F)c1C=NCc1ccc(Cl)cc1
 : 103, 94, 4, 1, -2, -2, 99, 100, -5
- Cc1onc(-c2ccccc2Cl)c1C(=O)N1CCN(c2nc3ccccc3s2)CC1
 : 94, 96, 0, -5, ., 6, 60, 106, -1
- COc1ccc(CC(=O)Nc2c3c(nn2-c2cccc(C)c2C)CS(=O)C3)cc1 (stereo not drawn)
 : 97, 109, -1, 9, 5, 24, 91, 90, 16
- O=C1OCC(Cn2c3ccccc3c3ccccc32)O1 (stereo not drawn)
 : 91, 91, -3, 5, -18, 2, 97, 102, 1
- CCOC(=O)N1CCN(Cc2cc(=O)oc3ccc(Cl)cc23)CC1
 : 95, 125, 5, 7, -10, -2[fluorescence artefact?], 87, 101, 1
- COc1cc2c(=O)n(CCCN3CCOCC3)c(=S)[nH]c2c(OC)c1OC
 : 95, 89, 2, 7, 8, 1, 88, 99, -7
- COc1cc2c(cc1OC)C(C(=O)Nc1ccc3c(c1)OCCO3)C(c1cccnc1)N(C)C2=O (stereo not drawn)
 : 103, 99, 0, 7, -4, 22[fluorescence artefact?], 93, 101, 18
- COCCOc1nc2ccccc2nc1C
 : 102, 96, -1, 9, -6, 8, 94, 101, 9
- O=C(CSc1cccc(C(F)(F)F)c1)NC(=O)NCc1ccco1
 : 101, 76[fluorescence artefact?], 2, 8, ., 53*, 100, 99, 29
- COc1ccc(C(=O)Cn2c(Br)nc3c2c(=O)n(C)c(=O)n3C)cc1
 : 92, 107, 0, 5, -4, -1, 47, 87, -8
- O=C(O)c1ccc(CNC(=O)c2ccc(Br)o2)cc1
 : 89, 85, 20[fluorescence artefact?], 4, ., 21, 95, 102, 18[fluorescence artefact?]
- COc1ccc2sc(NC(C)=O)nc2c1
 : 96, 103[fluorescence artefact?], -1, 4, -8, 3[fluorescence artefact?], 91, 106, 5[fluorescence artefact?]
- Cn1c(N)c(C(=O)c2cc(-c3ccccn3)nc3ccccc23)c(=O)[nH]c1=O
 : 108, 101, 5, 8, ., -5, 85, 102, 0
- c1ccn2c(SCc3ccc4c(c3)OCO4)nnc2c1
 : 88, 110, -1, 3, 9, -9, 96, 96, -6
- CCNC(=O)c1nc[nH]c1C(=O)NCC
 : 91, 115, 4, 6, 0, -3, 82, 99, -4
- O=C(CCN1CCOCC1)c1ccccc1
 : 92, 105, 11, 6, 11, 1[fluorescence artefact?], 79, 93, -2
- Cc1cc(=O)[nH]c(SCc2cc(Cl)ccc2OC(F)F)n1
 : 100, 100, 4, 5, ., 3, 93, 95, 3
- CCOC(=O)C1CCCN(c2c(NCCCN(C)c3ccccc3)c(=O)c2=O)C1 (stereo not drawn)
 : 102, 110, 4, 3, ., -4, 79, 107, -4
- COCc1nnc(NC(=O)CSc2ccccc2)s1
 : 97, 107, 5, 5, 3, -20, 89, 98, -19[fluorescence artefact?]
- Cc1nc2ccccn2c1/C(O)=C1\C(=O)C(=O)N(CCN2CCOCC2)C1c1cccnc1 (stereo not drawn)
 : 105, 114, -2, 4, 10, -1[fluorescence artefact?], 102, 105, 0[fluorescence artefact?]
- N#Cc1cccc(NC(=O)CN2NS(=O)(=O)c3ccccc3C2=O)c1
 : 100, 87, 5, -3, -5, -4, 105, 101, -1
- Cc1ccc(-n2c(C)cc(C(=O)CSc3n[nH]c(N)n3)c2C)cc1
 : 89, 103, 12, 4, ., 2, 32*, 88, -4
- Cc1ccc(SCCC(=O)N2CCC(C(N)=O)CC2)cc1
 : 94, 127, 5, 6, -3, -8[fluorescence artefact?], 90, 96, -7
- CC(C)n1c(SCC(=O)N2c3ccccc3Sc3ccccc32)nc2c1c(=O)n(C)c(=O)n2C
 : 64, 83, -2, 5, -11, 7[fluorescence artefact?], 71, 89, 9
- C=CCNC(=O)c1cc(Cl)ccc1Cl
 : 103, 128, -10, 7, 13, -8, 95, 101, -10

The list goes on:
Second line of a record – HUVEC prolif 384, ERa SRC1 pot, Smad3 FoxH1 inh, Candida biofilm, sEH act, ERa SRC1 inh, H69AR inhibit, Lung fibro prol, ERb coact inh
- N#CC(c1ccccc1)c1ccc(C(=O)c2ccc(F)cc2)cc1 (stereo not drawn)
 : 73, 50, -5, 0, 10, 10[fluorescence artefact?], 91, 88, -2
- Cc1cc2ccccc2n1CCNC(=O)c1ccc(S(=O)(=O)N2CCOCC2)cc1
 : 95, 98[fluorescence artefact?], 7, 9, ., 70*[fluorescence artefact?], 74, 89, 31
- CCOCCSC1=C(C#N)C(c2cccs2)C(C(C)=O)=C(C)N1 (stereo not drawn)
 : 95, 111, 14[fluorescence artefact?], 8, 2, -7, 83, 90, -9
- CC(C)=CC/C=C1\CCC(C(=O)O)C(C(=O)O)C1 (stereo not drawn)
 : 97, 115[fluorescence artefact?], 1, 2, -9, -5, 99, 96, -2
- CCCCn1c(NC(=O)c2ccccc2Cl)c(C#N)c2nc3ccccc3nc21
 : 55, 69[fluorescence artefact?], 80*, -6, -5, 9, 20*, 94, 12
- Cc1ccc(N2C(=O)CSC2c2cccs2)cc1 (stereo not drawn)
 : 105, 99, -21, 0, 7, 15, 94, 101, 13
- COC(=O)c1[nH]nc2c1C(=O)N(Cc1ccccc1)C2=O
 : 88, 98[fluorescence artefact?], 4, 4, 1, -10, 90, 101, -10
- CCC(NC(=O)Nc1ncccc1C)(C(F)(F)F)C(F)(F)F
 : 101, 105, -2, 5, 8, 12, 92, 102, -1
- Cc1nc2ccccc2nc1OCC(=O)N1CCN(c2ccccc2)CC1
 : 90, 89, 8[fluorescence artefact?], 10, 4, 4, 80, 96, 3
- CN(C)c1nc(N)nc(CSc2nnnn2-c2ccc(C(=O)O)cc2)n1
 : 106, 93[fluorescence artefact?], 17, -7, -4, -2, 95, 95, 4
- O=C(CSc1ccccn1)Nc1nncs1
 : 96, 99, -3, 4, 15, 0, 89, 94, 6
